# TEAD-YAP block: TEAD-YAP interaction inhibition; HEK-TIYL cells, TEAD-Gal4/YAP UAS-luciferase luminescence; 640,000 compounds, 1.4% hits; inhibition, % at 9.12 µM; in the data active = inhibition above about 32%;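 also: 0% = median of test compound wells and 100% = reference inhibitor wells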
# MITF primary: inhibitors of human MITF. inhibition, % at 2.6 µM. 650,000 compounds, 0.91% hits. O75030. AlphaScreen MITF homodimerization, bead proximity signal. AID 1259374; in the data active = inhibition above about 50%;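 also: 0% = vehicle wells with protein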
# Target sequence (O75030 whole entry, looked up): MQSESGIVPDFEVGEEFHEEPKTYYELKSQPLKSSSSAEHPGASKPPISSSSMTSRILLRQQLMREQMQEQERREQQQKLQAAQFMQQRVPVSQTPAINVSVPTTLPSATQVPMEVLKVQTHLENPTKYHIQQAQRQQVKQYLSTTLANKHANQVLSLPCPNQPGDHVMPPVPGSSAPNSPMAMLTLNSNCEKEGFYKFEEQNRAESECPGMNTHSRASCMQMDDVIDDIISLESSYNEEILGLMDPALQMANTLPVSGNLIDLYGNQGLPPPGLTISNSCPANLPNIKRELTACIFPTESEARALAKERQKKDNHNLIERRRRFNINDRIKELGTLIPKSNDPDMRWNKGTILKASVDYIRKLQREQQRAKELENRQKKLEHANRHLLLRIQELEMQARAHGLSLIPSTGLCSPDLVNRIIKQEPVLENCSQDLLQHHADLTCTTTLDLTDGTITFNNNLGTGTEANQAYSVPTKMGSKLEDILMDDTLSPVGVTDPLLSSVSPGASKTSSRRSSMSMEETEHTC
# GPR151 activ: human GPR151 activation | Q8TDV0 | 650,000 compounds, 1% hits | activation, % at 11.2 µM | PathHunter beta-arrestin GPR151 cells, luminescence; in the data active = activation above about 4.9%;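 also: 0% = median of compound wells and 100% = cells with positive control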
# Target sequence (Q8TDV0 whole entry, looked up): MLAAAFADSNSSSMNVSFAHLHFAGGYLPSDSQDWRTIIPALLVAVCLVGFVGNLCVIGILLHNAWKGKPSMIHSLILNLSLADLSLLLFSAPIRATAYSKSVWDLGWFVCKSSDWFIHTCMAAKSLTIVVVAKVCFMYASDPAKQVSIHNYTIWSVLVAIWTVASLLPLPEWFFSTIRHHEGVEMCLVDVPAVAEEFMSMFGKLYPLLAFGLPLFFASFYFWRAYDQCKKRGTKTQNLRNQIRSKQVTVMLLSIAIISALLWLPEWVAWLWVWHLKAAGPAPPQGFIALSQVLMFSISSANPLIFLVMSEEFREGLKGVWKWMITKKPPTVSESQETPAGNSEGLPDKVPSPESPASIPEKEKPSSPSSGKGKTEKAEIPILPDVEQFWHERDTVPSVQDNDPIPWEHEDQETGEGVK
# FBW7 act: human FBW7 E3 ligase activation, primary screen; Q969H0; AlphaScreen FBW7–phospho-cyclin E peptide binding, activator screen; normalized activity (activation), % at 26.1 µM; 650,000 compounds, 0.13% hits; in the data active = normalized activity above about 1.9%;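 also: purified mutant Fbw7 with reduced substrate affinity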
# * = called active by the depositor.
item	SMILES	MITF primary	GPR151 activ
1	COc1ccc(C2NC(=O)NC(C)=C2C(=O)OCC(C)C)cc1Br (stereo unspecified)	-5	0.6
2	COc1cc(C2Nc3ccccc3NC3=C2C(=O)CC(c2ccccc2Cl)C3)ccc1O (stereo unspecified)	5	-1.3
3	O=C(Nc1ccc(-c2nc3ccc(-c4nc5ccccc5o4)cc3[nH]2)cc1)C1CCCCC1	17	4.9*
4	COCCn1c(SCc2ccccc2Cl)nc2c1c(=O)[nH]c(=O)n2C	-3	-1.0
5	CCOC(=O)c1ccc(N/C(C)=C/C(=O)c2ccc(OC)cc2)cc1	5	-1.1
6	O=C(O)CCCNC(=O)/C=C/c1ccco1	62*	1.2
7	O=[N+]([O-])c1ccc2sc(SCc3cn4cccnc4n3)nc2c1	-3	-0.9
8	Nc1nnc(CC(=O)N/N=C\c2cc(Br)ccc2O)s1	12	-0.1
9	Cc1nc(Nc2cccc(Cl)c2C)c2c3c(sc2n1)CCCC3	24	0.5
10	CCN(/C=C(\C#N)S(=O)(=O)/C(C#N)=C/N(CC)CC)CC	-13	2.1
11	c1ccc(Nc2ncnc3nc(-c4cccs4)[nH]c23)cc1	5	1.0
12	CC1=C(C#N)C(c2ccc(Cl)cc2)C2=C(N1)C1CCN2CC1 (stereo unspecified)	3	3.7
13	COc1ccc(CNS(=O)(=O)c2cccc(S(=O)(=O)N3CCOCC3)c2)cc1	9	-1.0
14	O=C1CN(S(=O)(=O)CCOc2ccccc2)CC(=O)N1CCc1ccccc1	-16	-0.4
15	Cc1cc(C(=O)COC(=O)CSc2ncnc3sccc23)c(C)n1CC(F)(F)F	-2	-0.7

item	TEAD-YAP block	FBW7 act
1	2	0.0
2	51*	0.0
3	-5	0.1
4	-12	-0.3
5	-1	-0.3
6	3	0.0
7	-15	0.0
8	-10	-0.7
9	6	0.0
10	-7	-0.1
11	-1	0.1
12	7	-0.1
13	11	0.1
14	-5	-0.2
15	3	0.0

# Continued.
item	SMILES	MITF primary	GPR151 activ
16	C=CCNCCC1CCC(=O)N1Cc1ccccc1F (stereo unspecified)	9	-0.4
17	CCOC(=O)c1c(NC(=O)c2ccc(S(=O)(=O)N3CCCCCC3)cc2)sc2c1CCN(C(C)=O)C2	-2	1.8
18	O=C(CCc1c[nH]c2ccccc12)N1CCOc2ccc(C(O)c3ccccn3)cc2C1 (stereo unspecified)	15	-0.4
19	CC(C)(C)N(NC(=O)COc1ccccc1)C(=O)COc1ccccc1	3	0.8
20	Cc1nn2c(nc(N3CCCCCC3)c3ccccc32)c1C=O	62*	1.8
21	COc1cncc(-c2cnc3ccc(NCc4ccc(F)cc4)nn23)c1	10	0.1
22	O=C(Nn1cnnc1)c1sc2ccccc2c1Cl	0	-0.3
23	O=C(CNC(=O)c1ccco1)NNC(=O)Cn1nnc(-c2ccccc2)n1	3	-0.5
24	COc1ccc(NC(=S)NN2CCOCC2)c(OC)c1	9	-0.1
25	Cc1cc(C)c(S(=O)(=O)N2CCCC2=O)cc1N(C)S(C)(=O)=O	-10	0.0
26	Cc1nnc2n1CCN(C(=O)COc1ccccc1Cl)CC2	4	0.2
27	C=CCNC(=O)c1cc2c(=O)n3cccc(C)c3nc2n(C(C)C)c1=N	12	0.2
28	COC(=O)c1cc(C(=O)OC)cc(-n2c(C)ccc2C)c1	6	2.8
29	C=CCNC(=O)C1CC(=O)N(c2ccc(OCC(=O)Nc3ccc(F)cc3)cc2)C1 (stereo unspecified)	13	0.7
30	Cc1ccc(NP2(=O)C=C(c3ccccc3)OC(c3ccccc3)=C2)cc1C	7	-0.9

item	TEAD-YAP block	FBW7 act
16	13	0.1
17	10	0.0
18	10	0.6
19	2	0.1
20	-10	0.0
21	-3	0.4
22	7	-0.1
23	-3	0.0
24	0	-0.1
25	-1	-0.1
26	1	0.1
27	5	0.2
28	8	0.0
29	-10	0.1
30	-2	0.1

# More results follow.
item	SMILES	MITF primary	GPR151 activ
31	Cc1nc2c3ccccc3nc(NNC(=O)CCC(=O)NCCCN3CCOCC3)n2n1	-3	-0.2
32	O=C(Nc1c(C(=O)C2CC2)oc2ccccc12)c1ccc(Cl)cc1	9	-0.4
33	CCOc1ccccc1Nc1nc2ccccc2n2cnnc12	2	-0.3
34	CS(=O)(=O)N1CCCCC1C(=O)N(CC1CCCO1)c1nc2ccccc2s1 (stereo unspecified)	-6	-1.3
35	O=C(Cc1cccc2ccccc12)NCc1ccc(F)cc1	1	0.2
36	Cc1cccc(N2CCN(C(=O)c3cccnc3)CC2)c1C	1	-1.1
37	COc1ccc(C2CC(c3nc4ccccc4s3)=Nc3ccccc3S2)cc1 (stereo unspecified)	15	-0.3
38	CCN(CC)C(=O)CSc1nc2c(sc(=S)n2-c2ccccc2)c(=O)n1-c1ccc(OC)c(OC)c1	4	-1.0
39	CNC(=O)c1c(NC(=O)c2ccc(-c3ccccc3)cc2)sc2c1CCN(C(=O)OC)C2	13	-0.1
40	CN1CCN(CC(=O)Nc2cccc(F)c2)CC1	21	-1.4
41	CC1=C(C)CC(C(=O)Nc2ccc(Cl)cc2Cl)C(C(=O)O)C1 (stereo unspecified)	18	-0.8
42	C=C(C)C(=O)Nc1ccc(-c2nc3ccccc3o2)cc1	10	-0.8
43	O=C(COc1ccc(Br)cc1)Nc1ccc(I)cc1	4	-1.2
44	Cc1cccc(NC(=O)/C(C#N)=C\c2ccc(C)c([N+](=O)[O-])c2)c1	7	-0.4
45	O=C(CNC(=O)OCc1ccccc1)Oc1ccc2c(-c3ccccc3)cc(=O)oc2c1	9	-0.3

item	TEAD-YAP block	FBW7 act
31	8	0.0
32	3	0.1
33	3	0.1
34	-8	-0.1
35	1	0.0
36	0	0.1
37	-25	0.0
38	-8	-0.1
39	5	-0.1
40	-7	0.6
41	-5	0.2
42	-28	0.2
43	-9	0.0
44	-2	0.1
45	4	-0.1

# Some values from the list.
# cpd 32 in GPR151 activ is listed with -0.4
# cpd 33 in GPR151 activ is listed with -0.3
# cpd 45 in FBW7 act is listed with -0.1

# Returning to the listing; the two compounds before the break are reprinted first.
item	SMILES	MITF primary	GPR151 activ
44	Cc1cccc(NC(=O)/C(C#N)=C\c2ccc(C)c([N+](=O)[O-])c2)c1	7	-0.4
45	O=C(CNC(=O)OCc1ccccc1)Oc1ccc2c(-c3ccccc3)cc(=O)oc2c1	9	-0.3
46	Fc1ccc(Nc2ncnc3c2cnn3-c2ccccc2)cc1Cl	10	1.7
47	Cc1ccc(-c2cn(-c3ccccc3)c(SCC(=O)Nc3ccccc3)n2)cc1	-4	1.6
48	CCCC(C)NC(=O)c1cccc([N+](=O)[O-])c1C (stereo unspecified)	6	0.0
49	O=C1N[C@H](CO)C(=O)N2C[C@@H](NCc3cccs3)C[C@@H]12	18	1.5
50	Fc1ccccc1CNC(=S)NC1CC1	21	-1.9
51	CCCOc1nn(CCC)cc1C(=O)Nc1ccc(F)c(Cl)c1	10	1.2
52	CCOc1ccc(N=c2scc(-c3ccc(S(=O)(=O)N(CC)CC)cc3)n2CCc2ccc(OC)c(OC)c2)cc1	9	1.0
53	C/C(=N\OC(=O)c1cccc(C(F)(F)F)c1)c1nccs1	-12	-0.2
54	Cc1ccc2nc(-c3ccc(N=c4oc5ccc(Br)cc5cc4C(N)=O)cc3)sc2c1	14	-1.9
55	O=C(NCCC1=CCCCC1)c1cc(S(=O)(=O)N2CCCCC2)c[nH]1	17	2.3
56	CC(=O)Nc1ccc(NC(C)=O)c(C(F)(F)F)c1	-9	0.8
57	CCC(C)NC(=O)CCNC(=O)Cn1cnc2sc3c(c2c1=O)CCCC3 (stereo unspecified)	5	-1.4
58	C=CCn1c(=NC(=O)c2cc3ccccc3oc2=O)sc2cc(S(N)(=O)=O)ccc21	-3	-1.5
59	COCC(C)NC(=O)c1c(C(F)(F)F)nc2c(OC)cccn12 (stereo unspecified)	-7	-0.7
60	COc1ccccc1NC(=O)Cn1cnc2sc(C(=O)NCc3ccco3)c(C)c2c1=O	34	-1.8

item	TEAD-YAP block	FBW7 act
44	-2	0.1
45	4	-0.1
46	-31	-0.1
47	-4	-0.1
48	-4	0.0
49	-4	1.1
50	-1	1.1
51	-16	0.1
52	-1	-0.2
53	-8	0.0
54	-6	0.0
55	9	0.3
56	0	-0.1
57	1	0.5
58	-41	0.0
59	-4	-0.6
60	-6	1.2

# Additional compounds
item	SMILES	MITF primary	GPR151 activ
61	CCc1ccc(C2=CC(c3ccccc3F)n3nnnc3N2)cc1 (stereo unspecified)	2	0.1
62	COc1cc([C@@H]2C[C@H]3CN(c4ccccc4)C(=O)[C@]34CCCN24)cc(OC)c1OC	6	1.6
63	CC1CCN(C(=O)COC(=O)c2cccc([N+](=O)[O-])c2)CC1	4	-0.7
64	Cc1cc(C)cc(-n2c(C)cn3c4c(=O)n(CC(C)C)c(=O)n(C)c4nc23)c1	24	-0.8
65	Cc1cccc(NC(=O)CSc2nnc(-c3ccc(N)cc3)n2C)c1	-3	1.3
66	Cc1ccc(C2CC(=O)Nc3c2ccc2ccccc32)cc1[N+](=O)[O-] (stereo unspecified)	12	1.9
67	CC(=O)NC(CCS(C)(=O)=O)C(=O)Nc1ccc(F)cc1F (stereo unspecified)	-4	0.6
68	CCOc1cc(C#N)cc(Cl)c1OCC(=O)OC	6	-0.6
69	CCCCOC(=O)C(CCCC)N1C(=O)C2C3c4ccccc4C(c4ccccc43)C2C1=O (stereo unspecified)	-2	2.5
70	CC(C)(C)c1ccccc1NC(=O)CSc1nc(N)cc(=O)[nH]1	-13	1.2
71	CCCCCCOc1ccc(/C=C2\N=C(C)OC2=O)cc1OC	-6	-0.8
72	COc1ccc(-n2nnc(C(=O)OCc3ccc(F)cc3)c2C)cc1	1	-2.4
73	Cc1ccccc1Cc1c(C)nc2nc(SCC(=O)NC(C)(C)C)nn2c1C	7	16*
74	Cc1ccc(C)c(S(=O)(=O)N2CCN(Cc3ccccc3)CC2)c1	14	-0.4
75	CCCN1C(=O)c2ccccc2NC1c1ccc(OC)c(COc2ccc([N+](=O)[O-])cc2)c1 (stereo unspecified)	1	0.0

item	TEAD-YAP block	FBW7 act
61	-29	-0.2
62	-9	0.0
63	-7	0.2
64	11	-0.2
65	-9	0.0
66	3	0.3
67	-1	0.1
68	0	0.0
69	8	0.0
70	-3	-0.2
71	-6	-0.2
72	9	0.0
73	1	0.1
74	6	0.3
75	-7	-0.1

# (more compounds)
item	SMILES	MITF primary	GPR151 activ
76	COc1ccccc1OCCC(=O)N1CCN(c2ccc(O)cc2)CC1	11	0.2
77	O=C(CCC1CCCC1)Nc1ccc([N+](=O)[O-])cn1	15	-2.4
78	S=C1NC2=C(C(c3ccc(Cl)cc3Cl)N1)N1CCC2CC1 (stereo unspecified)	14	-1.5
79	COc1cccc(/C=C/c2nc(O)c([N+](=O)[O-])c(=O)[nH]2)c1	-6	0.2
80	CSc1ccc(CNC(C)(C)CO)cc1	12	0.5
81	COC(=O)[C@@H]1CCCN1C(=O)CCc1nnc(C2CCCCC2)o1	4	1.1
82	O=C(O)CCSc1nnc(COc2cccc3cccnc23)n1-c1ccccc1	-3	1.0
83	O=C(O)COc1ccc(-c2ccccc2)cc1Cl	-6	-0.8
84	CC12CCC(c3nnc(SCC(=O)Nc4cccc(C(F)(F)F)c4)nc31)C2(C)C (stereo unspecified)	5	0.2
85	O=S(=O)(NCCC1CCCC1)c1cccc2c(S(=O)(=O)NCCC3CCCC3)cccc12	-2	-0.3
86	CCOC(=O)C(Sc1cc(C)nc(N)n1)C(C)=O (stereo unspecified)	13	-0.4
87	O=C1C2C3CCC(C3)C2C(=O)N1c1ccc2ccccc2c1 (stereo unspecified)	6	-1.1
88	CCN1C2=C(C(=O)CCC2)C(c2ccc(O)cc2)C2=C1CCCC2=O	-16	0.9
89	O=C1CCC/C(=N/NC(=O)CSc2nc3ccccc3s2)C1	20	-2.0
90	CCN(CC)CCn1c(=S)sc2c(=O)n(-c3ccccc3OC)c(SCc3cccc(Br)c3)nc21	14	-0.3

item	TEAD-YAP block	FBW7 act
76	-3	0.2
77	-29	0.2
78	-3	0.2
79	6	-0.1
80	7	0.3
81	-4	-0.2
82	-3	-0.2
83	5	-0.1
84	5	-0.1
85	11	0.1
86	7	0.8
87	-1	0.0
88	-3	-0.1
89	5	-0.5
90	4	-0.1

# Profiles, looked up by structure:
# Cc1ccc(C2CC(=O)Nc3c2ccc2ccccc32)cc1[N+](=O)[O-] (stereo unspecified) is listed as MITF primary = 12; GPR151 activ = 1.9; TEAD-YAP block = 3; FBW7 act = 0.3
# C/C(=N\OC(=O)c1cccc(C(F)(F)F)c1)c1nccs1 is listed as MITF primary = -12; GPR151 activ = -0.2; TEAD-YAP block = -8; FBW7 act = 0.0

# The list continues:
item	SMILES	MITF primary	GPR151 activ
91	COc1ccc(-c2nnc3ccc(SCC(=O)NCc4ccccc4)nn23)cc1	7	0.7
92	O=C1c2ccccc2C(=O)N1CCSC(=S)N1CCOCC1	-3	-0.4
93	O=C(Nc1ccccc1Oc1ccccc1F)c1ccc(Br)cc1	1	-0.9
94	COc1ccc(C2C3C(=O)N(c4ccc(Cl)cc4Cl)C(=O)C3N3CCCN23)cc1 (stereo unspecified)	7	2.9
95	COc1ccc(Cl)c(N2CCN(CCCNC(=O)Nc3ccc(C)cc3)CC2)c1	14	-1.7
96	CCc1ccc(C(=O)CSc2nc3ccccc3c(=O)n2-c2ccccc2)cc1	0	0.2

item	TEAD-YAP block	FBW7 act
91	5	-0.1
92	-28	0.0
93	-2	0.2
94	13	0.1
95	15	-0.5
96	0	-0.1
